GLD-1 RNA inh: GLD-1-TGE RNA interaction inhibition (C. elegans) | Q17339 | purified GLD-1 + fluorescein TGE RNA, fluorescence polarization | inhibition, % at 5.96 µM | 320,000 compounds, 0.44% hits;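 active = percent inhibition above a per-plate cutoff, the plate mean of test compounds plus 3 SD, cut at about 30% in these data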;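 note: 0% = DMSO wells with GLD-1 and probe and 100% = wells lacking GLD-1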
MCL1-BIM inh: disrupts human MCL1 binding to BIM-BH3 peptide | GST-MCL1 / FITC-Bim-BH3 fluorescence polarization | 320,000 compounds, 0.68% hits | inhibition, % at 10.9 µM | Q07820;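 active = inhibition above the mean inhibition of all tested compounds plus 3 SD, set per campaign, cut at about 40% in these data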;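 note: 0% = DMSO wells and 100% = unlabeled Bim-BH3 peptide control; higher means more loss of mP so more displacement of Bim peptide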
pPAFAH inh: inhibitors of human plasma PAF acetylhydrolase (pPAFAH); recombinant pPAFAH, FP-rhodamine probe fluorescence polarization; inhibition, % at 3.39 µM; AID 463082; Q13093; 330,000 compounds, 1.5% hits;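 active = inhibition above the mean inhibition across the screen plus 3 SD, cut at about 25% in these data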;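 note: inhibitors block binding of the rhodamine activity-based probe so polarization drops; 0% = enzyme with DMSO and 100% = wells lacking pPAFAH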
Target sequence (Q13093 whole entry, looked up): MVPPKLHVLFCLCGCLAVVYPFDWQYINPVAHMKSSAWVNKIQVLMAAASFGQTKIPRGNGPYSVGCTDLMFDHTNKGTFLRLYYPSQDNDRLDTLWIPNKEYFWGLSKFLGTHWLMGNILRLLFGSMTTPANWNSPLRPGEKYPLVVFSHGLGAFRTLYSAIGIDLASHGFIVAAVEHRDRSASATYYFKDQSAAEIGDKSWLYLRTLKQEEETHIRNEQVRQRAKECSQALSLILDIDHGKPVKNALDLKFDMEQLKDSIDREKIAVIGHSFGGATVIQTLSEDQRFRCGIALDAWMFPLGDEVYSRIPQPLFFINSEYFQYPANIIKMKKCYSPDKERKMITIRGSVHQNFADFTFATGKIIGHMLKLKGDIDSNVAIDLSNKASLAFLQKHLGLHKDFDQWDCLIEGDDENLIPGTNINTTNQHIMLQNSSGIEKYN
BCLXL inh: inhibitors of human Bcl-xL | Q07817 | GST-Bcl-xL / FITC-Bim BH3 peptide fluorescence polarization | inhibition, % at 10.9 µM | 320,000 compounds, 0.7% hits | AID 2129;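 active = inhibition above the mean of all tested compounds plus 3 SD, cutoff set per campaign, cut at about 30% in these data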;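 note: 0% = DMSO wells and 100% = unlabeled Bim-BH3 peptide competitor; inhibitors lower millipolarization by displacing the labeled peptide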
AHR act: human AHR activation. P35869. AHR-responsive luciferase reporter cells, luminescence. activation, % at 5 µM. 320,000 compounds, 2.5% hits. AID 2796; in the data active = activation above about 47%;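 note: 0% = vehicle wells and 100% = reference agonist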
Fam108B inh: counter-screen for RBBP9 inhibitors: inhibitors of mouse Fam108B | recombinant Fam108B, FP-Rh probe fluorescence polarization | inhibition, % at 9.51 µM | 300,000 compounds, 0.33% hits | AID 1947;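 active = inhibition above the screen mean inhibition plus 3 SD, computed separately per campaign, cut at about 18% in these data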;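 note: inhibitors lower polarization as less probe binds the enzyme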
MEX-5 binding: C. elegans MEX-5 TCR-2 RNA binding activity. 300,000 compounds, 0.38% hits. MEX-5/FITC-TCR2 RNA binding, fluorescence polarization; stronger effect = lower value. AID 1832. Q9XUB2. activity score (negative = inhibition of binding), % at 10 µM;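 active = inhibition past about -25% in most replicates, and total fluorescence under double the plate's negative control median, limit read from the data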;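 note: 0% = DMSO and -100% = 5 µM competing unlabeled TCR2 RNA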
PME-1 primary: blocks human protein phosphatase methylesterase 1; AID 2130; recombinant PME-1, FP-Rh probe fluorescence polarization; 320,000 compounds, 0.53% hits; inhibition, % at 5.9 µM;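 active = inhibition above the campaign mean of all compounds plus 3 SD, cut at about 26% in these data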;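 note: competitive labeling of PME-1 active site by serine hydrolase directed probe; 0% = PME-1 with DMSO and 100% = wells lacking PME-1 enzyme; inhibitors block probe labeling so polarization falls and inhibition rises; many of its hits are not listed in these tables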
Target sequence (Q9Y570 whole entry, looked up): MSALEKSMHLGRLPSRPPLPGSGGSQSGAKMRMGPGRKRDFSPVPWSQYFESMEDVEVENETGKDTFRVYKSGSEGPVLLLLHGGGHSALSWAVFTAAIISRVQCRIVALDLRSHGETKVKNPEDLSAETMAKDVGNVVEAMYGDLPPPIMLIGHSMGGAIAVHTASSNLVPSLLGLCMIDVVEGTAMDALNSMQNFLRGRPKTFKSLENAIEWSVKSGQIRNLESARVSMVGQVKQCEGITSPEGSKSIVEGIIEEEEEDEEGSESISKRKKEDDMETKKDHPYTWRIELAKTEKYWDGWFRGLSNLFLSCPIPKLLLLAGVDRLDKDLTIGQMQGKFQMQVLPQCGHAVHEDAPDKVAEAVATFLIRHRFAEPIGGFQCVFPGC
PAFAH1B2 inh: inhibitors of human PAFAH1B2; P68402; recombinant PAFAH1B2, FP-rhodamine activity probe, fluorescence polarization; inhibition, % at 3.39 µM; 340,000 compounds, 1.2% hits; AID 492953;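 active = inhibition above the mean of all tested compounds plus 3 SD, cut at about 24% in these data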;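 note: 0% = enzyme with DMSO and 100% = wells lacking PAFAH1B2; many of its hits are not listed in these tables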
Target sequence (P68402 whole entry, looked up): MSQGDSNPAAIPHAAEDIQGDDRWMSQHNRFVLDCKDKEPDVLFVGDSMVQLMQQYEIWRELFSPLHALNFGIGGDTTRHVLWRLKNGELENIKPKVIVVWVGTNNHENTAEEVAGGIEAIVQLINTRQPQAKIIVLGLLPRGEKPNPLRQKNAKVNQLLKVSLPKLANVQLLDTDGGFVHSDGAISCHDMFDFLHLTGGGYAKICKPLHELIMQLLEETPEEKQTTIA
* = called active by the depositor; . = not tested or not shown.

SMILES	GLD-1 RNA inh	MCL1-BIM inh	pPAFAH inh	BCLXL inh	AHR act	Fam108B inh	MEX-5 binding	PME-1 primary	PAFAH1B2 inh
N#CCCN(Cc1cccs1)C(=O)Nc1ccc(F)cc1	-4	2	2	0	1	-2	-2.2	-4	2
Cc1ccc(NC(=O)CCNS(=O)(=O)c2cccc3nsnc23)cc1F	-5	-1	4	-3	6	-1	1.6	1	11
COc1ccc(S(=O)(=O)N2CCN(CC(=O)NCCc3cccs3)CC2)cc1	1	3	6	2	0	.	.	5	21
C=C(C)CC1N(c2cccc(OC)c2)C(=O)[C@@H]2C(C(=O)O)[C@H]3C=C[C@@]12O3 (stereo partly specified)	0	3	-2	1	9	7	2.2	0	6
COc1ccc(NC(=O)COC(=O)C2CCC(C(C)(C)C)CC2)c([N+](=O)[O-])c1 (stereo unspecified)	1	5	5	6	-5	-2	0.1	3	5
COc1ccc(NC(=S)N(CCCN2CCCC2)Cc2cccn2Cc2ccc(Cl)cc2)cc1Cl	3	3	1	6	-9	-3	3.2	6	3
CCC(=O)Nc1ccc(NC(=S)NC(=O)/C=C/c2ccccc2)cc1	4	-5	0	2	7	-12	-0.6	-24	-2
O=C(NCc1ccco1)/C(=C\c1ccco1)NC(=O)c1ccc(Br)o1	14	30	7	25	4	9	-3.0	-10	0
Cc1ccc(OC(=O)CN2C(=O)c3ccccc3C2=O)cc1C	2	9	6	5	0	-2	-0.1	-1	2
Cc1cc(NC(=O)c2nn3cccnc3c2Cl)no1	6	1	-3	4	7	1	-0.9	-4	4
CN(C)c1ccc(N2CN=C3SCC(=O)N3C2)cc1	-9	23	11	24	33	8	1.1	-1	2
CCc1nnc(NC(=O)CSc2nnc(CNc3ccc(F)cc3)n2C2CCCCC2)s1	5	6	-2	4	1	2	2.1	3	1
CN(CCCNC(=O)c1ccc(CS(=O)c2ccc(Br)cc2)o1)Cc1ccccc1 (stereo unspecified)	-4	5	5	1	2	2	0.3	2	4
Fc1cccc(Cl)c1CSc1ccc(-c2cccnc2)nn1	0	0	4	4	18	1	3.3	4	3
Cc1nc(N)c(CC(Br)CBr)c(Cl)n1 (stereo unspecified)	0	-1	3	3	-1	-2	-0.8	2	6
COc1ccc(Cl)cc1S(=O)(=O)N1CCCC(C(=O)NCc2ccccc2)C1 (stereo unspecified)	3	11	-3	5	-1	3	-0.3	3	12
COc1cc(/C=N/NC(=O)CCN2CCCCC2)ccc1O	4	2	1	-2	3	2	0.1	3	4
COc1ccc(NC(=O)NNC(=O)c2ccc3ccccc3c2O)cc1OC	-11	1	5	2	2	-2	0.2	4	2
O=S(=O)(Nc1ccccc1O)c1ccc(Cl)nc1	-6	-11	6	5	1	1	1.5	2	-1
COC(=O)c1cc(C#N)c(=O)[nH]c1C	-3	17	0	11	1	-1	-1.5	5	2
Cc1c(-c2cccc(Cl)c2)nc2ccccc2c1C(=O)OCC(=O)N(C)C1CCS(=O)(=O)C1 (stereo unspecified)	2	-1	7	2	1	-5	-1.0	-6	-1
CCOC(=O)C(=O)C1=C(N2CCOCC2)/C(=C\c2ccc(F)cc2)CC1	5	-1	0	6	10	-3	-0.2	-10	2
CCn1c(C)nc2cc(C(=O)NN=Cc3ccc([N+](=O)[O-])cc3)ccc21	7	.	-2	.	-6	.	.	.	0
COC(=O)CC/C(=N/Nc1ccc(Cl)c(Cl)c1)C(=O)OC	4	-3	5	0	1	0	-0.5	-4	2
Oc1ccc(Br)cc1-c1ccn[nH]1	6	1	-2	0	11	9	1.4	-6	7
CCCCOc1ccc(C(=O)Nc2cccc(-n3cnnn3)c2)cc1OC	-2	11	1	6	8	-7	1.7	-11	-2
Cc1cc(NC(=O)CSc2nc(-c3ccco3)cc(C(F)(F)F)n2)no1	-3	-11	1	-2	0	-8	-1.7	2	0
COC(=O)c1[nH]c2cc(C)ccc2c1NC(=O)CN1CCN(C(=O)c2ccco2)CC1	8	5	2	4	67*	0	-0.4	2	3
CCOC(=O)c1ccc(NC(=O)Nc2cccc(C)n2)cc1	-4	10	1	7	-4	-3	-3.9	-3	3
Cc1c(Cc2ccccc2)c(=O)oc2cc(OCc3nn[nH]n3)ccc12	4	2	10	10	4	-7	-1.7	-7	7
COCCNC(=O)c1onc(CSc2cccc(Cl)c2)c1C(=O)O	4	6	0	6	1	0	1.9	3	14
CC(=O)c1cccc(NC(=O)c2ccc3c(=O)n4c(nc3c2)CCCCC4)c1	-8	-10	-4	-3	6	0	-1.6	-1	8
CC(C)(C)c1ccc(-c2nnc(NC(=O)c3ccccc3)s2)cc1	1	6	5	5	3	8	2.0	4	-5
Cc1ccccc1C1CC(c2ccccc2OC(F)F)Nc2ncnn21 (stereo unspecified)	6	3	1	7	0	-1	2.6	3	5
CN(CC(=O)Nc1ncn[nH]1)S(=O)(=O)c1ccc(Cl)cc1	-2	-11	1	-5	0	7	12	-3	5
CC1=C(C(=O)NC(C)CCc2ccccc2)C2(CCC(C)CC2)OC1=O (stereo unspecified)	-6	4	2	-1	0	7	0.5	5	-1
O=C(CCS(=O)(=O)c1cccc2nsnc12)NCc1ccccc1	8	-1	-1	-3	3	-2	-0.7	-1	-1
O=C1NC2(NN1c1ccccc1)C1CC3CC(C1)CC2C3 (stereo unspecified)	2	4	4	-3	2	-2	0.9	2	2
CCC1(C)Cc2c(sc3nnn(CC(=O)Nc4cccc5ccccc45)c(=O)c23)CO1 (stereo unspecified)	1	0	3	0	-1	-17	1.0	-14	-3
O=C(Cn1nnc(-c2ccccc2)n1)NNC(=O)c1ccccc1	1	3	1	9	1	-1	-2.9	-11	-1

5 compounds from above with just Fam108B inh and AHR act:
SMILES | Fam108B inh | AHR act
CC(=O)c1cccc(NC(=O)c2ccc3c(=O)n4c(nc3c2)CCCCC4)c1 | 0 | 6
CC(C)(C)c1ccc(-c2nnc(NC(=O)c3ccccc3)s2)cc1 | 8 | 3
Cc1ccccc1C1CC(c2ccccc2OC(F)F)Nc2ncnn21 (stereo unspecified) | -1 | 0
CN(CC(=O)Nc1ncn[nH]1)S(=O)(=O)c1ccc(Cl)cc1 | 7 | 0
CC1=C(C(=O)NC(C)CCc2ccccc2)C2(CCC(C)CC2)OC1=O (stereo unspecified) | 7 | 0

More entries.
SMILES	GLD-1 RNA inh	MCL1-BIM inh	pPAFAH inh	BCLXL inh	AHR act	Fam108B inh	MEX-5 binding	PME-1 primary	PAFAH1B2 inh
CC1Cc2ccccc2N1C(=O)CN(C)CC(=O)Nc1ccc(F)cc1 (stereo unspecified)	-1	-14	3	-10	5	.	.	8	2
COc1ccc(NC(=S)Nc2cc(C(F)(F)F)ccc2F)cc1	-8	4	-2	7	3	2	2.3	1	5
O=C(Cn1cc2c(n1)CCCC2)NCC1CCCO1 (stereo unspecified)	-1	2	3	0	-2	-4	-1.0	-6	3
Clc1ccc(NCc2cccnc2)cc1	1	-3	4	3	24	0	-1.3	4	8
CC(CCc1ccccc1)NS(=O)(=O)c1ccccc1 (stereo unspecified)	-2	4	16	2	0	-2	-1.1	5	33*
O=C(Nc1ccccc1C(=O)N1CCCC1)c1cccc(S(=O)(=O)N2CCCCCC2)c1	-3	1	4	1	6	2	0.8	3	14
O=C(/C=C/c1ccc(Br)o1)NCCCN1CCOCC1	10	12	1	17	-1	3	-5.3	1	0
COc1cc(OC)cc(C(=O)NCC(=O)NCc2ccccn2)c1	1	.	1	.	9	.	.	.	10
CC(C)Cn1c(-c2ccccc2)nc(=S)c2c1CCCC2	1	6	0	4	6	-5	-3.8	6	-2
CNC[C@@H]1Oc2c(NC(=O)Nc3ccc(F)cc3)cccc2C(=O)N([C@H](C)CO)C[C@@H]1C	-16	.	2	.	1	.	.	.	1
CC(C)N1CC(C(=O)Nc2ccc(Br)c(Cl)c2)CC1=O (stereo unspecified)	-3	-2	2	-1	14	1	-3.6	-2	2
O=C(Cc1ccccc1)Nc1ccc(SC(F)F)cc1	19	25	4	28	2	0	-0.1	-3	0
COc1ccc(CNC(=O)CCc2nc3cc(S(=O)(=O)N(C)C)ccc3n2C)cc1OC	2	4	-1	7	2	3	-1.2	4	3
CC(C)(C)c1ccc(OC(=O)c2ccc(-n3cncn3)nc2)cc1	-3	4	3	3	1	0	-0.6	1	.
Cc1ccc(NC(=O)Nc2cccc([N+](=O)[O-])c2)nc1	-1	3	-1	3	-1	-8	-1.3	-3	1
O=C(NCc1ccco1)c1cccc(Br)c1	2	-5	4	-4	-3	7	2.0	2	-3
O=[N+]([O-])c1ccccc1S(=O)(=O)N(CC1CO1)c1ccccc1 (stereo unspecified)	-4	5	-2	0	2	0	0.2	-1	2
Cc1ccc(Cn2cnc3c(nnn3Cc3ccc(Cl)cc3)c2=O)cc1	8	5	0	-1	-2	5	-0.8	1	-6
C#CCOCCOCCOCCNc1nc(N2CCN(C(=O)[C@H]([C@@H](C)CC)n3cc(CCC(=O)O)nn3)CC2)nc(N2CCN(C(=O)[C@H](C)n3cc(CCCN=C(N)N)nn3)CC2)n1	-4	4	2	5	1	-3	-0.4	3	-4
CCS(=O)(=O)N1N=C(c2ccccc2)CC1c1ccc2nccnc2c1 (stereo unspecified)	-5	-2	5	1	5	-3	4.5	14	6
O=C(Nc1cccc([N+](=O)[O-])c1)C(=O)N1CCCCC1	-2	0	4	0	7	-8	1.3	5	5
O=C(CSc1nnc(-c2ccncc2)n1-c1ccc(Cl)cc1)N1CCOCC1	7	1	2	-3	-1	-3	-0.9	-5	7
COC(=O)c1c(-c2ccccc2OC)sc2cc3c(cc12)OCO3	-1	.	-1	.	108*	.	.	.	5
CCN(CCNC(=O)CN(C)S(=O)(=O)c1cccc2nsnc12)c1ccccc1	2	10	0	2	9	0	0.1	-8	6
O=C(CSCc1ccccc1)Nc1ccc(S(=O)(=O)N2CCOCC2)cc1	-7	-5	1	-2	-1	1	1.2	-2	8
COc1ccc(C(C(=O)NC2CCCCC2)N(C(=O)CCl)c2ccc(C)cc2)cc1 (stereo unspecified)	4	-2	2	-4	0	0	1.8	5	3
Cc1ccc(S(=O)(=O)NNC(=O)c2cnn(-c3ccccc3)c2C(F)(F)F)cc1	3	0	4	2	-1	-1	1.0	-1	10
COc1cc(-c2nc(-c3ccc4c(c3)-c3ccccc3S4(=O)=O)c(-c3ccccc3)[nH]2)cc(OC)c1O	2	8	27*	5	8	32*	0.4	1	3
C=CCOc1cccc(C2C(C(=O)c3ccco3)=C(O)C(=O)N2CCN(CC)CC)c1 (stereo unspecified)	2	-5	3	6	-5	-5	0.1	-4	1
CCN(CC)S(=O)(=O)c1cccc(C(=O)N[C@H](C(=O)Nc2nc3ccccc3s2)C(C)C)c1	3	-8	2	3	3	0	6.6	1	5
O=C(NNC1=NCCC1)c1ccc(Br)cc1	-2	6	6	3	4	2	0.4	-2	6
O=C1CC/C=C\C[C@@H](CC(=O)N(CCO)Cc2ccccc2)C(=O)N[C@H](Cc2c[nH]c3ccccc23)CO1	-1	.	0	.	0	.	.	.	5
CCOCc1cc(CN2CCCC(CNC(=O)c3ccco3)C2)ccc1OC (stereo unspecified)	5	2	2	2	1	-1	-2.0	10	-1
Cc1c(NC(=O)c2ccc(Br)o2)c(=O)n(-c2ccccc2)n1C	-5	5	-2	7	1	-1	-0.3	-3	-1

Screens: PubChem BioAssay, several laboratories

Some of the compounds tested. The share of hits here may be higher or lower than overall.
